HSF-1 act = increases HSF-1 driven luciferase reporter signal; NIH3T3-HGL HSF-1 luciferase reporter, MG132, 8 h; 100% = twice DMSO control signal; activation, % at 9 µM; 300,000 tested, 1.7% active; AID 504408;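 active = mean replicate activation of at least 50% with a set share of replicates each reaching 50%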;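 note: 0% = median of the neutral control wells and 100% = twice that signal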
AI-2 QS mod = modulators of Vibrio harveyi AI-2 quorum sensing system | activity change, % at 7.5 µM | 300,000 tested, 0.4% active | AID 2094 | Vibrio harveyi JMH597 AI-2 luminescence/OD600 ratio, 9 h; stronger effect = lower value; strain lacks LuxN and CqsS sensors; 0 = neutral-control median; in the data active = activity change below about -75%, passing the limit was not always enough;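 note: luminescence divided by OD600 gain over 9 h not by final OD600 alone; inactives centre near 13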
HSP90 inh = blocks HSP90-mediated luciferase refolding in reticulocyte lysate | Rabbit reticulocyte lysate, luciferase refolding luminescence, 3 h | inhibition, % at 5.6 µM | 290,000 tested, 0.91% active | AID 1789;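 active = inhibition above the screen-wide mean plus 3 SD, computed separately per campaign, cut at about 16% in these data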;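 note: 0% = DMSO wells and 100% = 60 µM geldanamycin wells; inhibitors lower the luminescence because luciferase stays unfolded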
KLF5 inh = suppresses KLF5 promoter-driven expression; DLD-1 KLF5 promoter-luciferase reporter, luminescence; inhibition, % at 5 µM; 290,000 tested, 0.23% active;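 active = inhibition above a per-plate limit of that plate's mean compound inhibition plus 3 SD, cut at about 60% in these data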;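 note: 0% = DMSO wells and 100% = LY294002 at 200 µM; higher means less KLF5 promoter-driven luciferase light; inactives centre near -14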
GSK3B inh = human GSK3beta kinase inhibition | activity score (negative = inhibition), % at 10 µM | AID 2097 | P49841 | GST-GSK3beta kinase, ADP-Glo luminescence, 60 min; stronger effect = lower value | 300,000 tested, 0.038% active;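 active = more than half of replicate wells score below -50%, meaning over 50% inhibition versus plate controls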;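 note: 0% = median DMSO wells and -100% = median GW8510 positive control wells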
Target sequence (P49841 whole entry, looked up): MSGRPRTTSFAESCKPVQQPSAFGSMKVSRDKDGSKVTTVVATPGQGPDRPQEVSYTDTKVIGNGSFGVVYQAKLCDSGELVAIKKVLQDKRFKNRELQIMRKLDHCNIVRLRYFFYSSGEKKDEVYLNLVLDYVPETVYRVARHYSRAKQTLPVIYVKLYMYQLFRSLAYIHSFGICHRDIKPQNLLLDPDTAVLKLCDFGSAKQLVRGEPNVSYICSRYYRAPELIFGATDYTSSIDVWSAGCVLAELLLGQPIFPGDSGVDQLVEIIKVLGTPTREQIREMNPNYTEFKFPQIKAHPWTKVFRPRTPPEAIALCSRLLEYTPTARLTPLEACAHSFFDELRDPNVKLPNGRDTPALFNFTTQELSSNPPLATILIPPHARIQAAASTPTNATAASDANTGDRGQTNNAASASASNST
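Assay system: GST-tagged human GSK3beta kinase, cell-free; Input: 1.6 ng GSK3beta; Medium: Tris/MgCl2 kinase buffer; Timing: 60 min enzyme reaction, room temperature; Signal: ADP-Glo luminescence quantifying ADP generated by kinase; Evaluation: score relative to plate controls; Benchmarks: DMSO neutral wells and GW8510 at 20 µM as positive.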
HIF activator = HIF pathway transcriptional activation. activation, % at 7.5 µM (by protocol). 300,000 tested, 0.32% active. U2OS HRE-luciferase reporter, luminescence; normalized: DMSO 0%, desferrioxamine 100%;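 active = mean activation of at least 10% of the iron chelator positive control signal, with at least half of replicates also reaching 10%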
aSyn 5UTR inh = MLPCN primary screen, SNCA 5' untranslated region; alpha-synuclein 5'UTR reporter, inhibitor activity; inhibition, % (tested at 7.5 µM); 300,000 tested, 0.82% active; AID 1813; in the data active = inhibition above about 60%;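 note: H4 neuroglioblastoma cells stably carrying SNCA 5'UTR luciferase fusion; 0% = DMSO wells and 100% = positive control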
GSK3A inh = blocks human GSK-3 alpha kinase | inhibition, % at 10 µM | 320,000 tested, 0.1% active | ADP-Glo luminescence, 60 min | AID 2650;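 in the data active = inhibition above about 50%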;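 note: GST-tagged GSK-3 alpha with peptide substrate and 25 µM ATP; 0% = DMSO neutral wells and 100% = GW8510 positive control wells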
Target sequence (P49840 whole entry, looked up): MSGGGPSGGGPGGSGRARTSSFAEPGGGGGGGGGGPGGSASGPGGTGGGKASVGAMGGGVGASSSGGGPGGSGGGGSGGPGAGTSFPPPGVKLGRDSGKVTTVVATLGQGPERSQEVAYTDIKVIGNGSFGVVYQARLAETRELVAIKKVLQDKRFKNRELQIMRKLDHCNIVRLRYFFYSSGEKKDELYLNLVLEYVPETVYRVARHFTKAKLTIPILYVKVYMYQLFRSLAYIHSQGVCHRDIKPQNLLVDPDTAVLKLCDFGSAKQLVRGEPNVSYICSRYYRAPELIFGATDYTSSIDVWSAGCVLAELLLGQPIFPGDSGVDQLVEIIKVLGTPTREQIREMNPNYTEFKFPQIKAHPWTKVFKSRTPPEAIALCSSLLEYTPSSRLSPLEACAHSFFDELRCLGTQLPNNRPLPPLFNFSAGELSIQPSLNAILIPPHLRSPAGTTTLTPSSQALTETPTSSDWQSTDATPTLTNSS
IEC-6 tox = IEC-6 cytotoxicity, counter-screen for KLF5 inhibitors; luminescence viability; 290,000 tested, 0.78% active; inhibition, % at 5 µM; in the data active = inhibition above about 22%;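 note: 0% = plate median of test compound wells and 100% = cytotoxic reference compound wells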
HSF1 inhib = HSF1 inhibition; AID 2098; activity change, negative = inhibition, % at 7.5 µM (by protocol); 300,000 tested, 0.77% active; NIH3T3-HGL HSE-luciferase, MG132-induced, luminescence 8 h; stronger effect = lower value;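 active = more than half of replicate wells show activity change below -50%, luminescence cut by over half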;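 note: luciferase reports HSF-1 transcriptional activity via heat shock element; 0% = median of DMSO wells and -100% = zero luminescence signal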
The depositor's hits bear a star; nt = no result given. Rows were taken by chance. Share with any hit: about 4.7%.

SMILES	HSF-1 act	AI-2 QS mod	HSP90 inh	KLF5 inh	GSK3B inh	HIF activator	aSyn 5UTR inh	GSK3A inh	IEC-6 tox	HSF1 inhib
CC(C)n1cnc2c(Nc3cccc(F)c3)nc(NCCO)nc21	-21	24	nt	nt	-6	2.8	13	-5	nt	-12
CCC(=O)NCCc1nc2ccccc2n1Cc1ccccc1	-8	13	-1	-1	-1	-0.1	30	-1	-4	-1
CCOC(=O)C1(CC2CCCCO2)CCN(C(=O)Nc2ccccc2CC)CC1 (stereo unspecified)	-29	5	4	-16	2	0.7	7	-2	11	-11
Cc1cccc(Cc2c(C)nc3nc(SCC(=O)NCc4ccco4)nn3c2C)c1	24	16	-4	-4	-1	-0.6	5	0	-4	3
CN(CC(=O)Nc1ccc(F)cc1)C(=O)c1cccc(S(=O)(=O)N2CCN(c3ccccc3)CC2)c1	-5	7	-3	-18	-2	-0.4	8	0	-2	7
Cc1c(C(=O)N2CCCC(C)C2)sc2ncnc(N3CCCCC3C)c12 (stereo unspecified)	-7	15	-1	-45	2	-0.1	8	0	-1	-5
Cc1ccc2c3c([nH]c2c1C)-c1nonc1CC3	20	40	-4	-51	-1	4.6	-107	10	2	14
CCCCn1c(N)c(N2CCOCC2)c(=O)n(CC(=O)NC(C)c2ccccc2)c1=O (stereo unspecified)	5	-9	-1	-22	2	0.5	4	-6	-3	-7
COC(=O)CSc1nnc2n1C(C)(C)Cc1ccccc1-2	24	-1	0	-19	-1	0.0	26	-1	-3	-7
Cc1nnc(SCC(=O)NCc2ccc3c(c2)OCO3)[nH]c1=O	12	34	3	-13	3	0.0	11	-9	1	1
COc1ccc(/C=C2\SC(=O)N(CCC(=O)N3CCN(C)CC3)C2=O)cc1	-5	8	0	-33	-3	0.1	-19	-1	1	-3
COc1ccccc1NC(=O)c1cc(Cl)ccc1NC(=O)c1ccco1	1	9	-2	-31	0	-7.1	-3	1	4	-14
COc1cccc(/C=C2/Sc3ccc(C(=O)NCCCN4CCCC4)cc3NC2=O)c1	7	6	-4	-18	-83*	-1.4	-23	84*	-4	4
O=C(Nc1ccccc1)C1(c2ccccc2)CC1(Cl)Cl (stereo unspecified)	4	-3	4	9	-2	-0.1	1	-1	0	-7
C=CCOn1c(=O)c(-c2ccc(F)cc2)[n+]([O-])c2ccccc21	-9	10	0	-15	-3	-0.1	-7	nt	4	-8
CCOC(Cn1c(SCc2cc(C(C)=O)ccc2OC)nc2ccccc2c1=O)OCC	-5	16	1	-22	3	0.1	26	-1	0	-3
O=Cc1ccc(Sc2nnc(-c3ccccc3)o2)c([N+](=O)[O-])c1	31	17	-1	-38	1	-0.1	-32	2	-4	13
c1cncc(CSc2ccc(-c3cccnc3)nn2)c1	-2	-4	4	-14	2	0.5	-34	-1	5	0
Cc1[nH]c2ccc(C(=O)N3CCN(c4cccc(Cl)c4)CC3)cc2c1C	-14	5	3	8	-3	1.6	-8	-10	9	-10
Cc1ccc(S(=O)(=O)NC2(C(F)(F)F)NC(=O)N(C)C2=O)cc1 (stereo unspecified)	-8	22	1	1	0	0.1	5	0	-1	-5
C/C(=C\c1ccccc1)C(=O)Nc1ccc(Cl)cn1	40	8	18*	-137	3	1.9	-180	-1	2	45
CCN(CC)C(=O)/C(=C/c1ccc2c(c1)OCO2)NC(=O)c1ccc(Br)cc1	17	16	-2	-27	1	-0.4	-8	1	1	3
CCOc1ccc2nc(N3CCCN(C(=O)Nc4ccccc4C)CC3)c(C#N)cc2c1	12	13	3	-13	5	-0.3	16	-2	-2	-1
Cc1nn(C)c2ncc(C(=O)c3cc(F)ccc3O)cc12	-4	12	3	-27	2	-0.4	15	-2	-5	-10
CCOC(=O)C1=C(C)Nc2nc(C)nn2C1c1cc(OC)ccc1OC (stereo unspecified)	5	16	2	-4	1	-0.2	7	0	-5	8
CCOC(=O)c1c(CSc2ccccc2)n(C)c2ccc(O)c(CN3CCN(C)CC3)c12	11	18	-1	-12	1	0.4	13	1	-7	9
COc1cccc(NC(=O)Nc2cc(Cl)ccc2C)c1	0	10	1	-10	2	-0.3	13	-1	9	0
O=C(COc1cccc(-n2cnnn2)c1)N1CCOCC1	-12	1	-2	-41	-22	-0.7	-10	-5	2	-8
CC(NCc1ccccc1O)c1ccccc1 (stereo unspecified)	15	-5	1	-6	-1	0.9	11	-3	-4	-1
O=S(=O)(Nc1ncccn1)c1ccc(NC(=S)N2CCN(c3cccc(C(F)(F)F)c3)CC2)cc1	15	10	-1	-22	0	-0.5	0	7	3	1

GSK3A inh, what is marked active above.
Compound	HSF-1 act	AI-2 QS mod	HSP90 inh	KLF5 inh	GSK3B inh	aSyn 5UTR inh	GSK3A inh	HSF1 inhib
COc1cccc(/C=C2/Sc3ccc(C(=O)NCCCN4CCCC4)cc3NC2=O)c1	7	6	-4	-18	-83*	-23	84*	4

Following part
SMILES	HSF-1 act	AI-2 QS mod	HSP90 inh	KLF5 inh	GSK3B inh	HIF activator	aSyn 5UTR inh	GSK3A inh	IEC-6 tox	HSF1 inhib
O=C(O)c1cc(-c2ccc(Cl)s2)nc2ccccc12	-33	11	-4	-27	3	0.6	-28	-1	0	-12
COC(=O)c1ccc(C(=O)OC)c(NC(=S)N2CCC(C)CC2)c1	5	8	-4	-14	2	0.2	25	-1	-3	-3
O=C(COC(=O)c1ccc(N2CCCC2=O)cc1)c1ccc(OC(F)F)cc1	17	18	-3	-33	0	-0.1	-4	0	-2	8
O=C(Nc1ccc(NC(=O)c2ccccc2F)cn1)c1ccco1	-6	31	28*	-13	1	-0.1	34	2	-4	-2
CCOC(=O)C1=C(O)/C(=C\c2ccc(CNC(=O)C(=O)Nc3ccccc3)o2)N=C1C	-2	9	1	-6	0	0.0	-16	2	-9	-5
COCC(C)NC(=S)NC(=O)c1cc(S(=O)(=O)N2CCOCC2)ccc1C (stereo unspecified)	11	11	4	-6	2	-0.7	1	nt	2	-14
CC(=O)Nc1ccc(NC(=O)CCCNC(=O)c2ccc(Cl)cc2)cc1	6	10	0	24	0	-0.2	19	-3	-4	2
CC(=O)N1CCOc2ccc(S(=O)(=O)NCCc3ccc(S(N)(=O)=O)cc3)cc21	5	-4	5	-35	1	0.2	19	4	-6	-1
O=C1CCN(CCc2ccccc2)CCN1[C@H](COc1ccccc1)c1ccccc1	8	10	-2	-3	0	-0.4	-3	2	-8	21
Cc1ccc2cc(C#N)c(SCC(=O)N3CCCc4ccccc43)nc2c1C	-2	38	1	-10	2	-0.1	24	2	0	5
CC12CCC(C(=O)NNc3ccccc3)(OC1=O)C2(C)C (stereo unspecified)	-8	21	-2	-16	1	-0.4	-3	0	1	10
Fc1ccc(-c2cc(C(F)(F)F)n3ncnc3n2)cc1	-1	25	0	-18	3	2.1	-1	-1	6	-6
CCCCCCOC(=O)CCc1c(C)nc(N)[nH]c1=O	-4	39	7	-13	3	-0.2	-6	nt	-3	-2
CCc1ccc(OCC(=O)Nc2ccc(-c3cc4ccccc4oc3=O)c(OC)c2)cc1	28	9	2	-16	-3	1.2	-17	-5	1	15
Cc1cc(N)n2ncc(-c3ccc(Cl)cc3)c2n1	28	-15	-4	-21	3	3.1	-52	2	25*	35
S=c1[nH]nc(-c2ccccc2)n1/N=C/c1cccc(Br)c1	18	49	3	-16	1	-21	11	7	2	-3
CCSc1ncc(Cl)c(C(=O)Nc2cc(C)ccc2C)n1	-1	38	2	-22	1	0.0	-3	-5	5	3
Cc1ccc(O)c(C(=O)c2cc(C#N)c(=O)n(C(C)c3ccccc3)c2)c1 (stereo unspecified)	20	-3	-2	-25	1	-0.1	2	-3	-12	0
CCCOc1ccc(OC(=O)c2ccc(Br)o2)cc1	-6	20	3	-8	2	-0.5	5	-4	1	-5
O=C(Cn1nc(-c2ccccc2)c2ccccc2c1=O)Nc1cccnc1	3	14	0	-15	-2	-0.4	24	0	-6	0
Cc1ccc(CN=Cc2[nH]c3ccc(Br)c(Cl)c3c2O)cc1	-2	17	-2	-6	1	-0.1	-33	0	6	-3
Cn1c(SCc2ccc(Br)cc2)nnc1-c1ccncc1	26	-8	1	-4	-1	0.0	0	0	-3	1
C=CCNC(=O)C1CCC(CNc2nc(=S)[nH]c3ccccc23)CC1 (stereo unspecified)	-2	17	-1	-28	0	-1.9	-6	-1	4	-1
CC1CCCCN1S(=O)(=O)c1ccc(C(=O)Nc2nnc(C3=COCCO3)o2)cc1 (stereo unspecified)	-2	48	-3	-2	0	0.1	1	3	-3	-1
O=C(c1ccccc1)[C@@H]1[C@@H]2C(=O)N(c3ccc(F)cc3)C(=O)[C@@H]2C2CCCN21 (stereo partly specified)	24	26	1	-5	2	-0.4	17	0	4	5
O=C(CCn1cccc1)N1CCc2ccccc21	15	16	0	-24	4	0.8	-30	6	2	5
Cc1cc(-c2ccccc2)nc(N2CCC(C(=O)NCc3ccccc3Cl)CC2)n1	8	17	-2	-30	0	0.4	-29	nt	0	9
CCCN1C(=O)c2cccc3c(N4CCCCC4)ccc(c23)C1=O	11	-1	2	-6	-1	-1.6	-83	-4	4	4
O=C(O)C1CCC(Cn2c(SCc3cc(=O)n4ccccc4n3)nc3ccsc3c2=O)CC1 (stereo unspecified)	6	-1	-2	-2	2	-0.6	1	-1	-2	-7
Brc1ccc(-c2nnc3sc(CN4CCN(c5ccccc5)CC4)cn23)cc1	1	13	4	-20	-1	-0.1	5	-2	-4	4
O=C(Nc1ccc(OC(F)(F)F)cc1)c1ccc(-n2cncn2)nc1	2	23	1	-19	3	0.2	-40	5	-5	-15
COCC(C)NC(=O)c1noc2c1CCc1cc(OC)ccc1-2 (stereo unspecified)	71*	13	3	-98	-1	6.4	-133	2	-5	49
Nc1nc(CSc2ccccn2)nc(Nc2ccccc2)n1	43	17	1	-107	-6	4.7	-85	-3	2	27
COc1cc2[nH]c(C(=O)N3CCN(C)CC3)cc2c(OC)c1OC	8	-4	1	-16	-4	-21	0	-1	-6	2
COC(=O)c1ccc(N=NN2CCCCCC2)cc1	75*	14	1	-30	1	3.1	-134	0	6	32
CCOC(=O)C1=C(C)N=C2c3ccccc3C(=O)C2C1c1ccccc1 (stereo unspecified)	23	16	1	-25	-2	0.7	6	-1	1	13
CC(C)C(=O)NCC(c1ccc2c(c1)OCO2)N1CCOCC1 (stereo unspecified)	-10	10	1	-10	4	-0.2	6	9	2	-1
CCCC(=O)N(c1ccc2oc(C)c(C(C)=O)c2c1)S(=O)(=O)c1ccc(C)c([N+](=O)[O-])c1	23	43	0	-15	-3	-0.1	-10	0	5	4

4 records drawn at random from the list so far, as already listed:
SMILES	HSF-1 act	AI-2 QS mod	HSP90 inh	KLF5 inh	GSK3B inh	HIF activator	aSyn 5UTR inh	GSK3A inh	IEC-6 tox	HSF1 inhib
CCCC(=O)N(c1ccc2oc(C)c(C(C)=O)c2c1)S(=O)(=O)c1ccc(C)c([N+](=O)[O-])c1	23	43	0	-15	-3	-0.1	-10	0	5	4
CCOC(=O)C1=C(C)N=C2c3ccccc3C(=O)C2C1c1ccccc1 (stereo unspecified)	23	16	1	-25	-2	0.7	6	-1	1	13
COC(=O)c1ccc(N=NN2CCCCCC2)cc1	75*	14	1	-30	1	3.1	-134	0	6	32
COc1cc2[nH]c(C(=O)N3CCN(C)CC3)cc2c(OC)c1OC	8	-4	1	-16	-4	-21	0	-1	-6	2
